STAT3 blocker – reduces IL-6 driven STAT3 reporter signal; inhibition, % at 5.5 µM; U3A cells, IL-6 STAT3-luciferase reporter, luminescence; host cell line lacks STAT1; AID 862; hit rate 0.89% among 190,000;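 active = inhibition above the mean inhibition across all screened compounds plus 3 SD, cut at about 44% in these data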;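 note: 0% = DMSO only wells and 100% = 100 µM nifuroxazide control wells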
PPARg SRC-1 ag – promotes SRC-1 coactivator recruitment by human PPARgamma | PPARgamma-SRC-1 coactivator recruitment biochemical assay | hit rate 0.41% among 200,000 | activation, % at 8 µM | AID 631; in the data active = activation above about 19%;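 note: 0% = DMSO and 100% = reference agonist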
Target sequence (P37231 whole entry, looked up): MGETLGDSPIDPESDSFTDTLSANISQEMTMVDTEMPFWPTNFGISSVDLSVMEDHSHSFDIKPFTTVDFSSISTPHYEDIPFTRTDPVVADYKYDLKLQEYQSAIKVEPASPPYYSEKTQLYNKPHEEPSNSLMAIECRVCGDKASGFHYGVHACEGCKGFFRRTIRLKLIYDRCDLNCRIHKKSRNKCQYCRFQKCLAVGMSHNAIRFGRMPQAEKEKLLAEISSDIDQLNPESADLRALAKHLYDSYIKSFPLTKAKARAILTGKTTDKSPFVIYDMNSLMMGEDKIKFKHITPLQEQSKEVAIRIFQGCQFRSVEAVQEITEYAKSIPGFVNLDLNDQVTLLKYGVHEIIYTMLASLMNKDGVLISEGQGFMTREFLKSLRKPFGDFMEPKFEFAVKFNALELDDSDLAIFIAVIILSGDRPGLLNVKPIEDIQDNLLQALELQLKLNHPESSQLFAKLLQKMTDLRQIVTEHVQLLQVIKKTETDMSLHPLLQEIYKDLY
PPARg SRC3 recr – promotes SRC-3 coactivator recruitment by human PPARgamma; P37231; biochemical PPARgamma/SRC-3 coactivator recruitment assay; activation, % at 8 µM; hit rate 0.26% among 200,000; in the data active = activation above about 23%;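 note: 0% = DMSO and 100% = reference agonist; some compounds past the cut are filed as inactive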
SRC2 TRFRET art – TR-FRET artefact, counter-screen to PPARgamma/SRC-2 agonist assay; AID 1049; active compounds read high; TR-FRET ratio at 8 µM; hit rate 0.4% among 200,000; in the data active = TR-FRET ratio above about 2000; note: inactives centre near 1500
PPARg SRC2 recr – PPARgamma-driven SRC-2 recruitment agonism. PPARgamma LBD-SRC-2 recruitment, biochemical. hit rate 0.34% among 200,000. AID 1032. activation, % at 8 µM; in the data active = activation above about 22%;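 note: 0% = vehicle and 100% = reference agonist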
STAT3 act – activators of IL-6 induced STAT3 signaling | U3A cells, IL-6 STAT3-luciferase reporter, luminescence; 100% = signal with IL-6 EC80 alone | activation (% of control), % at 5.6 µM | hit rate 0.91% among 190,000;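 active = activation above the screen-wide mean of compound activation plus 3 SD, cut at about 130% in these data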;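 note: 0% = background luminescence of wells with medium and substrate only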
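system = STAT3-luciferase reporter U3A cells | reagent = IL-6 stimulus at 33 ng/mL final | timing = 1 h compound pre-exposure, 6 h IL-6 stimulation, 37 °C | measured by = luminescence | evaluation = % activation versus median of IL-6-stimulated wells | control set = IL-6-only wells as 100% reference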
ROMK mod – human ROMK K+ channel modulation, primary screen; P48048; hit rate 2% among 130,000; Tet-inducible ROMK, thallium flux fluorescence; actives lie on both sides; B-score at 10 µM;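 active = signal ratio slope over the read window, or its plate-corrected B-score, at least 3 SD from the plate mean, either direction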;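 note: B-score of the F/F0 ratio slope over 7 to 12 s after thallium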
Target sequence (P48048 whole entry, looked up): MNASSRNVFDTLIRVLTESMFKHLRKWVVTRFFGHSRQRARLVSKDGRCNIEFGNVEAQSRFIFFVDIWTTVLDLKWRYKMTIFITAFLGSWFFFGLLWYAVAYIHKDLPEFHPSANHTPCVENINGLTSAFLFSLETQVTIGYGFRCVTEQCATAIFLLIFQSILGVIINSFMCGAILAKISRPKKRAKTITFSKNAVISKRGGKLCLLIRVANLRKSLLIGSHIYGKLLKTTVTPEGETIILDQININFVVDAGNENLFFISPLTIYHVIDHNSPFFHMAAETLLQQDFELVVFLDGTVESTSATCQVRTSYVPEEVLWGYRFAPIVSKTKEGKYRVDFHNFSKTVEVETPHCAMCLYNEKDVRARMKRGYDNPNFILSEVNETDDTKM
STAT1 inh – STAT1 signaling inhibition | inhibition, % at 5.5 µM | AID 920 | hit rate 0.35% among 200,000 | NIH 3T3 STAT1-luciferase reporter, IFN-gamma, luminescence;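 active = inhibition above a set limit, the mean inhibition across all tested compounds plus 3 SD, cut at about 34% in these data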;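 note: 0% = IFN-gamma with DMSO and 100% = IFN-gamma with 300 µM nifuroxazide; values of inactives mirror those of a sister screen read the other way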
TNAP act hi DEA – increases human TNAP activity under high phosphate acceptor concentration; P05186; purified TNAP, CDP-star luminescence, 1 M DEA, 30 min; active compounds read high; 0 = EDTA background, 1 = DMSO-only activity; activation factor at 20 µM; 200,000 tested, under 10 active; AID 1136;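 active = activation factor at least 2 at 20 µM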
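Assay system: human TNAP; Input: enzyme diluted 1/800 final; Reagent: CDP-star luminogenic substrate at 100 µM final; Timing: 30 min, room temperature; Signal: luminescence; Evaluation: TNAP activation factor scaled between EDTA and DMSO control wells.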
bIAP activator – intestinal alkaline phosphatase (bovine) activation; purified bovine IAP, CDP-star luminescence, 30 min; active compounds read high; fold of DMSO-control signal, blank-subtracted; activation factor at 20 µM; hit rate 0.17% among 200,000; AID 1016;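 active = activation factor of 2 or more at 20 µM, a signal rise over negative controls twice the positive control's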
bIAP inhibitor – blocks bovine intestinal alkaline phosphatase activity | purified bovine IAP, CDP-star luminescence, 30 min | inhibition, % at 20 µM | 190,000 tested, under 10 active;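 active = over 50% inhibition of intestinal alkaline phosphatase at 20 µM in the single-dose screen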
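System: Purified bovine intestinal alkaline phosphatase (IAP) enzyme | Input: IAP diluted 1/65,000,000 in the well | Also added: CDP-star chemiluminescent phosphatase substrate, 30 µM final | Dosing: 20 µM single dose | Times: Enzyme reaction for 30 min at room temperature | Detection: Luminescence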
The depositor's hits bear a star; / = not tested or not shown; & = joins results of further samples.

smiles	STAT3 blocker	PPARg SRC-1 ag	PPARg SRC3 recr	SRC2 TRFRET art	PPARg SRC2 recr	STAT3 act	ROMK mod	STAT1 inh	TNAP act hi DEA	bIAP activator	bIAP inhibitor
O=C(NCc1ccc2c(c1)OCO2)c1ccc2snnc2c1	-3.5	2.6	0.9	1523	15.8	106.1	0.984	4.9	1	0.8	18.5
CCCCOc1ccc(NC(=O)CSCC(=O)OCC)cc1	7.3	1.6	10.1	1565	-5.7	97.3	-0.0349	-3.8	1	0.9	9.5
CC1CCC(C(=O)NC(C(=O)NCc2ccccn2)C(C)C)CC1 (stereo unspecified)	-13.1	-1.1	-11.8	1426	-5.8	108.1	0.146	4.2	1.1	1	4.7
O=C(CS(=O)CC(=O)N(CC(=O)NC1CCCC1)C1CCCCC1)Nc1ccc(F)cc1 (stereo unspecified)	-4.8	8.3	7.5	1451	-1.6	105.6	/	1.7	1.1	1.1	-10.1
CCOC(=O)c1ccc2nc3c(cc2c1)CCS3	18.6	7.3	-1.9	1563	-1.2	85.6	0.935	-38.2	1	0.9	7.8
O=C(NCc1ccncc1)c1cn(-c2ccccc2)nc1-c1cccnc1	8.9	0.6	0.4	1528	-0.6	96.6	0.0333	3.6	1	1.3	-31.3
COc1ccc(-c2cn3ccc4ccccc4c3n2)cc1	-32.1	3.2	10.9	1759	9.6	127.4	/	-21.1	1	0.9	5.3
CCOc1ccc(-c2nc(CSCC(=O)N3CCN(c4cccc(OC)c4)CC3)c(C)o2)cc1	31.7	-10.8	-2.5	1565	7.4	80.0	/	9.8	1.1	1.1	-12.1
COc1ccccc1N1CCN(C(=O)c2ccc3c(=O)n(Cc4ccco4)c(=S)[nH]c3c2)CC1	7.3	10.6	7.8	1639	4.5	96.0	-0.622	6.8	1.1	1	3.5
C=CCNC(=O)c1ccc2nccnc2c1	0.4	0.2	7.3	1443	-2.4	103.4	/	-2.3	1	1	-0.3
CCC(C)(C)NC(=O)C(c1ccncc1)N(C(=O)c1sc(C)nc1C)c1ccc(C)cc1 (stereo unspecified)	2.0	-0.2	0.7	1470	-0.9	104.5	-0.0248	-12.8	1.1	1.1	-11.2
S=c1[nH]nc(-c2ccc3ccccc3n2)o1	-6.5	0.1	3.1	1514	4.7	104.0	1.19	-0.8	1.1	0.9	13.2
Cc1cc(C#N)c(C)n1-c1cc(C(F)(F)F)ccc1N1CCOCC1	-8.9	-7.1	2.7	1487	5.0	110.5	-1.68	-8.8	1.1	0.8	17.4
CCC(C)C(NC(N)=O)C(=O)Nc1ccc(C)c(Cl)c1 (stereo unspecified)	-7.2	-0.3	2.0	1429	-5.8	106.0	/	-4.1	1	0.5	47.3
Nn1c(-c2cccc(Br)c2)n[nH]c1=S	7.7	5.8	2.3	1560	9.6	101.9	/	-6.7	1.1	0.9	12.0
CCN(C(=O)COc1ccccc1)c1nnc(-c2cccnc2)s1	11.5	3.3	-0.2	1484	8.2	89.4	-1.3	2.1	1	0.9	5.3
CCn1c(=O)cc(SCC(=O)NCCCN2CCC(C)CC2)c2ccccc21	21.0	13.5	8.9	1872	25.8*	86.0	-1.02	3.3	1	1	1.1
CC(C)CC(OC(=O)c1cccs1)C(=O)NCc1ccco1 (stereo unspecified)	-2.1	0.5	6.3	1519	4.0	105.3	/	7.2	1.1	1.1	-5.7
NNC(=O)C=C1CCN(c2ncc(C(F)(F)F)cc2Cl)CC1	3.6	10.3	12.3	1491	3.6	105.4	/	-1.6	1	0.8	15.0
CCOC(=O)c1nnn(-c2nc(OC)nc(N(C)C)n2)c1-c1ccccc1	14.0	-4.1	-0.1	1456	-0.8	91.3	-0.349	9.2	1.1	1	-2.0
CCCCOC(=O)c1ccc(NC(=S)NC(=O)c2c(Cl)cnn2CC)cc1	8.9	0.2	0.5	1482	3.4	97.3	/	2.3	0.9	0.8	25.0
Cc1cc(C)cc(OCC(=O)Nc2ccc(F)cc2)c1	17.3	0.3	-3.7	1621	6.1	88.6	/	6.3	1.1	0.8	17.2
C=CCSc1n[nH]c(-c2ccc(OC)cc2)n1	14.9	-4.9	7.5	1497	-3.7	90.4	/	-43.7	1	1	3.4
CCNC(=O)NC(=O)C(C)OC(=O)C1CCN(S(=O)(=O)c2ccccc2F)CC1 (stereo unspecified)	-0.1	1.6	-2.8	1383	-3.3	102.4	/	4.2	1	1	0.7
Cc1cc(C)c2oc(-c3ccc(C)c(NC(=S)NC(=O)c4cccs4)c3)nc2c1	-80.7	4.7	2.6	1252	-8.8	164.6*	/	-7.8	1	0.9	6.3
Cc1cc(C(=O)N/N=C/c2ccco2)n[nH]1	-0.3	-4.3	2.6	1470	-5.1	102.2	0.899	-5.2	1	1.3	-28.9
CC(C)Cn1c(SCC(=O)N2CCN(C(=O)c3ccco3)CC2)nc2ccccc2c1=O	1.8	-2.3	-4.4	1546	-2.2	102.8	-1.85	13.5	1	1.3	-30.9
COC(=O)C(C)Sc1nc2c(c(=O)n(C)c(=O)n2C)n1CCC(C)C (stereo unspecified)	0.9	0.7	-0.1	1686	-2.0	102.5	0.025&0.791	4.2	1	0.9	10.3
C=C1c2ccccc2NC(=O)N1c1ccc(OC)cc1	18.7	-10.2	-0.4	1354	0.1	87.5	-0.571	0.5	1	1.1	-11.4
COc1ccc(-c2nnc(N(C)C(=O)c3cccnc3)s2)cc1	17.4	7.9	6.7	1540	7.5	88.3	/	-9.3	1	0.9	11.7
Cn1c2ccccc2c2ncn(CCC3=CCCCC3)c(=O)c21	9.7	0.1	16.9	1819	8.3	97.2	-0.0702	-29.7	1.1	0.9	9.9
CCOc1ccc(NC(=O)CSc2nnc(C3CC3)n2N)cc1	6.4	5.8	-0.1	1623	-1.1	97.5	/	8.3	1.1	0.9	5.6
COc1ccc(C2CC(=O)c3c(ccc4ccccc34)N2)cc1OC (stereo unspecified)	9.1	1.4	5.2	1418	-2.5	98.8	0	-2.1	1.1	1	2.3
Cc1ccc(C(=O)CSc2nnnn2C(C)C)c(C)c1	77.8*	-0.8	-4.5	1527	1.6	35.0	/	30.4	1.1	0.9	12.3
CCCCN1C2=NCCCN2c2ccccc21	9.7	-3.1	0.1	1517	1.3	95.4	/	1.0	1.1	0.9	12.7
Cc1ccccc1NC(=O)CSC1=NCCN1	-3.2	9.5	3.5	1687	0.7	107.9	/	-5.8	1	0.8	19.5
O=C1CCCN1CN(C(=O)c1ccc2c(c1)OCO2)c1cccc(Cl)c1	7.7	2.9	7.3	1558	4.1	96.5	/	1.4	1	0.9	6.0
O=C(CSc1ncccc1C(=O)O)c1ccccc1F	2.0	-1.2	0.6	1747	0.7	101.7	-0.0532	0.0	1	0.8	15.2
Cc1nc2ccc(NC(=O)COc3ccccc3F)cc2s1	20.9	-0.1	2.1	1621	-2.5	89.8	0.429	-15.5	1	1.1	-6.3
CC1CN(CCOc2ccc(Cl)cc2Cl)CC(C)O1 (stereo unspecified)	2.2	3.2	-4.1	1460	-1.8	99.3	0.365	-9.3	1	1	-1.1
Cc1ccsc1CN(C)Cc1nc(C2CC2)no1	15.7	4.7	1.4	1553	1.4	90.8	-0.0249	-7.0	1	1	4.2
COc1ccccc1Nc1nc(-c2sc(NC(=O)c3ccc([N+](=O)[O-])cc3)nc2C)cs1	16.3	2.1	10.7	1567	7.4	88.3	/	6.5	0.8	0.9	14.9
COc1ccc(O[C@H]2C=C[C@@H](c3ccccc3)O[C@@H]2CO/N=C(\C)CCN2CCc3nc(-c4ccccc4)c(-c4ccccc4)cc3C2)cc1	-15.8	4.3	4.2	1553	9.2	110.8	-2.64	-2.8	1	0.9	11.3
Cc1c(C(=O)N2CCC(C(N)=O)CC2)sc(N)c1C#N	0.1	2.2	-3.8	1607	-4.8	104.8	/	6.8	1	0.9	9.3
CC1N(O)C(C)(C)C(c2ccccc2)=[N+]1[O-] (stereo unspecified)	1.0	-3.8	2.8	1286	5.9	101.9	0.607	1.6	0.9	0.7	25.4
O=[N+]([O-])c1cccc(CN(CCO)Cc2ccccc2)c1	-1.4	0.0	4.4	1692	6.1	107.9	/	5.8	1	1	1.9
CC(=O)N(c1nc(CCl)cs1)c1ccc(C)cc1C	-6.2	-2.5	1.5	1702	-10.8	110.0	-0.0197	-3.9	1	1.1	-8.3
Cc1c(C)c2ccc(OS(C)(=O)=O)cc2oc1=O	9.8	-2.5	0.1	1377	5.8	94.5	0.0136	-2.5	1	1.1	-11.0

Record cards (already shown). Order of screens: STAT3 blocker, PPARg SRC-1 ag, PPARg SRC3 recr, SRC2 TRFRET art, PPARg SRC2 recr, STAT3 act, ROMK mod, STAT1 inh, TNAP act hi DEA, bIAP activator, bIAP inhibitor
`O=[N+]([O-])c1cccc(CN(CCO)Cc2ccccc2)c1` across the screens: -1.4, 0.0, 4.4, 1692, 6.1, 107.9, /, 5.8, 1, 1, 1.9
`CC1N(O)C(C)(C)C(c2ccccc2)=[N+]1[O-]` (stereo unspecified) across the screens: 1.0, -3.8, 2.8, 1286, 5.9, 101.9, 0.607, 1.6, 0.9, 0.7, 25.4
